Imprint erasure = induces erasure of genomic imprints in mouse ES cells | mouse ES Peg3-LacZ reporter, beta-gal luminescence, 40 h | Potency, µM (highest dose often 60.7 µM), for inactives: at the highest dose activity change, positive = activation, usual class: activators | actives 0.02% (n = 110,000) | AID 1948;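 further: 0% = negative control wells on the plate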
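Readout: BetaGlo luminescence (5 min, room temp) for LacZ from the normally silent maternal Peg3 allele in female Peg3LacZ-Neo ES cells. Cells 300/well, 40 h, 37C, 5% CO2. Data normalized per plate to negative controls.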
IkB sig inh = suppresses IkB signaling in ABC-DLBCL reporter cells. ABC-DLBCL IkBa-CBG/CBR dual luciferase ratio, 4 h; response scale: scaled: untreated 0%, proteasome inhibitor 100%. Potency, µM (doses to about 57.1 µM), without a hit: at the highest dose IkBa stabilization activation. actives 0.04% (n = 110,000); active means well fitted curve in the direction sought with a large enough effect in the signal ratio, not every such curve was filed as active; inconclusive means small, poorly fitted or top-dose-only effect, or a change in a side signal; the % refers to the signal ratio;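 further: the direction sought is a rising ratio; 0% = basal untreated cells and 100% = reference inhibitor full response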
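Curves were fitted separately to fusion (green), unfused (red) and ratio luminescence, then classed by r2, magnitude and activity. Cells: OCI-Ly3, 4 h compound plus doxycycline at 37C; 10 uM MG-132 defined full response.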
p53ts 39C tox = p53ts cell cytotoxicity, nonpermissive temperature; H1299-p53A138V viability at 39C, ATP luminescence, 24 h; Potency, µM (series often up to 46.1 µM), inactives show at the highest dose activity change, negative = cell killing, actives largely listed as cytotoxic; actives 1.5% (n = 130,000); further: nearly all actives have a fitted effect of over 55% in size
p53ts 32C kill = kills p53ts cells at the permissive temperature | H1299-p53A138V at 32C, ATP luminescence viability, 24 h | Potency, µM (top dose mostly 46.1 µM), inactives show top-dose activity change, negative = cytotoxicity, hits mostly cytotoxic | actives 0.93% (n = 130,000);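 further: 0% = DMSO and -100% = full killing by reference compound; nearly all actives have a fitted effect of over 55% in size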
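Cells: H1299 p53ts (A138V), 600/well, pre-incubated 16–30 h at 37C. Cpd up to 46 uM, 24 h, 32C. Readout: ATPlite luminescence, 20 min RT. Normalization: DMSO vs tamoxifen 100 uM. AC50 by Hill equation.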
* = called active by the depositor; ? = inconclusive; nt = not tested or not shown; & = joins results of further samples; [ ] = another dose, or the depositor's remark. Unless noted, the call rests on the fitted dose curve; in most records, active means well fitted curve in the direction sought with a large enough effect; inconclusive means small, poorly fitted or top-dose-only effect, or another doubt; inactive means no such curve, though single readings can be large; an effect the other way counts as inactive or inconclusive. Unless noted, on the % scale 0 is the no-effect control and ±100 the full control effect; potency means the concentration at half of the fitted maximal effect. An unsorted share of the library. Share with any hit: about 1.7%.

The first two compounds, ahead of the listing:
SMILES | Imprint erasure | IkB sig inh | p53ts 39C tox | p53ts 32C kill
CCCN(CCC)CCCNC(=O)c1cc2c(-c3ccc(Cl)cc3)nn(C)c2s1 | 2%[10.9 µM] | ? | 13µM* | -10%
Cc1nn(CC(=O)N2CCN(c3ccccc3)CC2)c(=O)c2cc3sccc3n12 | 10%[10.9 µM] | 0.4% | -1% | 4%

This part in full, from the first entry:
SMILES | Imprint erasure | IkB sig inh | p53ts 39C tox | p53ts 32C kill
CCCN(CCC)CCCNC(=O)c1cc2c(-c3ccc(Cl)cc3)nn(C)c2s1 | 2%[10.9 µM] | ? | 13µM* | -10%
Cc1nn(CC(=O)N2CCN(c3ccccc3)CC2)c(=O)c2cc3sccc3n12 | 10%[10.9 µM] | 0.4% | -1% | 4%
O=C(c1cc(=O)c2ccccc2o1)N1CCCc2ccccc21 | -16% | 0.7% | -4% | 6%
COc1ccc(CCNC(=O)c2cnc3scc(C)n3c2=O)cc1OC | -20% | -2.1% | 4% | -8%
Cc1ccc(-c2ccc(S(=O)(=O)N3CCN(C)CC3)cc2)cc1 | -26% | 2.8% | -2% | 1%
CCN(CC)CCCCn1c(-c2ccccc2)nc2c(Nc3ccccc3)nc(C)nc21 | -23% | nt | -11% | -19%
Cc1ccc(OCCCCn2nnc3sc4c(c3c2=O)CCC(C)C4)cc1 (stereo not drawn) | -6%[10.9 µM] | -1.5% | -20% | -7%
CCOc1ccc(-c2cc(C(=O)N3CCN(c4cccc(C)c4)C(C)C3)c3ccccc3n2)cc1 (stereo not drawn) | -2%[10.9 µM] | ? | ? | ?
CCCc1cc(C(=O)Nc2sc3c(c2C#N)CCC3)no1 | -21% | 2.9% | -9% | 23%
Cn1c(SCCOc2ccc(Cl)cc2)nnc1-c1ccncc1 | -15% | -0.8% | -7% | 7%
CCCN1C(=O)c2[nH]nc(-c3ccccc3)c2C1c1cccc(O)c1 (stereo not drawn) | -10%[10.9 µM] | ? | -20% | -3%
Cc1ccc(N2CC(NC(=O)c3ccc(S(=O)(=O)N(C)C)cc3)CC2=O)cc1C (stereo not drawn) | ? | -1.1% | 4% | -1%
Cc1nc(-c2cccc(N)c2)cs1 | -17% | 0.8% | 1% | -6%
CCCCn1c(SCn2nnc3ccccc3c2=O)nc2cc(C(=O)OC)ccc2c1=O | -17% | 0.5% | -4% | -4%
COc1ccc(C2C(C(=O)NCCN3CCOCC3)c3ccccc3C(=O)N2C)cc1OC (stereo not drawn) | -10% | 0.8% | -6% | -1%
CCNc1nc(NC#N)nc(SCC(=O)OCC)n1 | -1% | -2.0% | -5% | -7%
Cc1ccccc1C(=O)Nc1nnc(S(=O)(=O)N2CCCCCC2)s1 | -12%[10.9 µM] | -1.7% | -5% | -16%
CC1CCN(S(=O)(=O)c2ccc3c(c2)N(CC(=O)N2CCN(c4ccc(Cl)cc4)CC2)C(=O)CO3)CC1 | -11%[10.9 µM] | ? | -11% | 5%
CC(Sc1ccccn1)C(=O)Nc1ccccc1 (stereo not drawn) | -12% | 2.6% | -6% | -9%
CCn1c(SCc2nnc(-c3ccccc3)o2)nnc1-c1ccc(S(=O)(=O)N2CCCC2)cc1 | -10% | 2.1% | -11% | -9%
CC(=O)NCCn1ccc2ccccc21 | -1% | -0.3% | -12% | -7%
CC(C)(C)c1ccc(OCCOCCn2c(-c3ccc(Cl)cc3)nc3ccccc3c2=O)cc1 | 13%[10.9 µM] | -0.9% | -8% | -3%
CCOc1ccc2nc(NC(=O)COC)sc2c1 | -68%[inhibitor] | 8.0% | ? | ?
Cc1cccc(CCNC(=O)C2CCN(c3nc4ccccc4nc3C(F)(F)F)CC2)c1 | -12%[10.9 µM] | -0.9% | -16% | 4%
CC1=C(C(=O)N2CCCCC2)C2(CCC(C)CC2)OC1=O (stereo not drawn) | -5% | 0.9% | -5% | 2%
COC(=O)c1ccccc1NC(=O)Cn1nc(C(F)(F)F)c2c1CCCC2 | -7%[10.9 µM] | ? | 1% | 6%
COCCOC(=O)C1=C(C)N=c2s/c(=C\c3cccs3)c(=O)n2C1c1cccs1 (stereo not drawn) | -24% | ? | -2% | 4%
CCOc1cccc(-c2nnc(SCC(=O)Nc3ccc(OC)c(OC)c3)n2N)c1 | ? | 2.6% | 6% | -5%
Cc1cc(/N=C/N(C)C)on1 | 3% | 0.2% | 1% | -1%
CCc1ccc(NC(=O)N(CCN2CCOCC2)C2CCN(C(C)=O)CC2)cc1 | 1% | -1.0% | -4% | 8%
O=C(Cn1c(CC(=O)N2CCCC2)nc2ccccc21)NCc1ccccc1 | -2% | 0.2% | -22% | -2%
CC(C)NC(=O)c1sc2ncccc2c1-n1cccc1 | 6%[10.9 µM] | 1.2% | 10% | -3%
O=C(CSc1nnc(CNc2ccc(F)cc2)n1Cc1ccccc1)NCc1ccco1 | -18% | ? | -25% | -22%
CCc1nnc(NC(=O)CSc2ncc(-c3ccccc3)n2C)s1 | -6% | ? | 2% | -7%
CCCOc1ccc(C(=O)Nc2ccc(N(C)C)cc2)cc1 | -14% | 1.1% | -9% | -15%
CCOc1ccc(C2/C(=C(/O)c3ccc(Cl)cc3)C(=O)C(=O)N2CCCN(C)C)cc1OC (stereo not drawn) | 2% | -1.1% | 7% | -1%
N#Cc1ccsc1NC(=O)CSc1ncnc2ccccc12 | ? | ? | -17% | 10%
COc1ccc(CNC(=O)c2nn(C)c3c2CS(=O)(=O)c2ccccc2-3)cc1 | -9%[10.9 µM] | ? | -8% | -1%
COc1cccc(-c2nc(SCC(=O)Nc3ccc4c(c3)OCO4)c(-c3ccccc3)[nH]2)c1 | -15%[10.9 µM] | ? | ? | ?
O=C(Nc1ccccc1C(=O)N1CCOCC1)C1CC(=O)N(C2CCCC2)C1 (stereo not drawn) | -3% | 1.2% | 8% | 1%
O=C(CC1C(=O)N(c2ccccc2)C(=O)N1CCc1cccs1)Nc1ccc(F)cc1 (stereo not drawn) | 11%[10.9 µM] | ? | -2% | 1%
Cc1ccc2c(C(=O)CN3CCCC3)c(C)[nH]c2c1 | -12% | 1.3% | 0% | 2%
CCc1nnc(NC(=O)c2cc3ccccc3oc2=O)s1 | 5% | -0.3% | 5% | 3%
O=C(CSc1cn(CC(=O)N2CCCCC2)c2ccccc12)NCc1ccccc1 | -14%[10.9 µM] | 0.4% | -14% | 3%
CN(C)c1ncc2nc(-c3ccc(F)cc3)c(=O)n(Cc3cccs3)c2n1 | -3% | 2.8%[11.4 µM] | 3% | 8%
COc1cccc(N2CCN(C(=O)c3cnn(-c4ccc(C)cc4C)c3C3CCN(C(=O)OC(C)(C)C)CC3)CC2)c1 | ? | ? | 7% | 34%[activator]
COC(=O)c1ccc(NS(=O)(=O)c2ccc(-n3cccn3)cc2)cc1 | -4%[10.9 µM] | 1.3% | 20% | 4%
Cc1cc(C)nc(SCSc2nc(C)cc(C)n2)n1 | -2% | -3.4% | 2% | 3%
CCc1c(C)nc(N2CCOCC2)[nH]c1=O | -6% | 0.2% | -3% | 2%
O=C(O)C1CCCCC1C(=O)NCCCCc1ccccc1 (stereo not drawn) | 9% | -0.4% | 6% | 2%
O=C(Nc1ccc(-c2nnco2)cc1)c1ccccc1 | -24% | ? | -11% | -9%
Cc1ccc(CCNC(=O)c2cc3ccccn3n2)cc1 | 4%[10.9 µM] | ? | -11% | -6%
COc1ccc(OCc2nn3c(Cn4cnc5ccccc54)nnc3s2)cc1 | -18% | 4.7% | -2% | -9%
Cn1c(=O)cc(SCC(=O)NCCN2CCN(c3ccccc3F)CC2)c2cc(Cl)ccc21 | -30%[inhibitor] | 1.3% | -8% | -6%
Cc1c(C(=O)N2CCCC2)sc(NC(=O)c2cccs2)c1C#N | -3% | 0.0% | -14% | -7%
CCOc1ccc(C(=O)c2cn(CC(=O)Nc3ccc(C)c(Cl)c3)c3ccc(OCC)cc3c2=O)cc1 | -15%[10.9 µM] | ? | 16% | 0%
COc1ccc(N2CC(NC(=O)c3ccco3)CC2=O)cc1 (stereo not drawn) | -2%[10.9 µM] | -1.0% | -1% | 5%
CCn1c(CNc2ccc(F)cc2)nnc1SCCN1CCCCC1 | -12% | 0.2% | 6% | 0%
Cc1ccc2nc(NC(=O)CN(C)S(=O)(=O)c3ccc(Br)s3)sc2c1 | -32%[inhibitor] | ? | 37%[activator] | 18%
CCSc1ccccc1C(=O)NCc1ccc2c(c1)OCO2 | -2% | 1.4% | 13% | 1%

Some of the entries so far, with two lines to a compound.
Values in the order: Imprint erasure	IkB sig inh	p53ts 39C tox	p53ts 32C kill
CCc1ccc(NC(=O)N(CCN2CCOCC2)C2CCN(C(C)=O)CC2)cc1
    1%	-1.0%	-4%	8%
O=C(Cn1c(CC(=O)N2CCCC2)nc2ccccc21)NCc1ccccc1
    -2%	0.2%	-22%	-2%

The results go on:
SMILES | Imprint erasure | IkB sig inh | p53ts 39C tox | p53ts 32C kill
CNC(=O)CN(c1ccc(C(C)C)cc1)S(C)(=O)=O | -7% | -0.1% | -1% | 17%
CCn1c(=O)c(C)nn2c3ccccc3nc12 | -4% | 0.4% | -3% | -2%
N[C@H](C(=O)O)c1cc(O)cc(O)c1 | -15%&-3%&-9% | 0.5%&0.0%&-1.8% | 23%&-4% | -14%&2%
COc1ccc2nc(SCC(=O)NC(C)(C)C)[nH]c2c1 | -8% | 1.1% | -3% | 9%
C=CCN1C(=Nc2cccnc2)SCC1(O)c1ccc(C)cc1 (stereo not drawn) | -19% | ? | -23% | -27%
CSc1ncccc1C(=O)OCC(=O)c1cc2ccccc2o1 | -6% | 1.2% | -15% | -6%
Cc1c2cnn(CC(=O)N3CCN(c4ccccc4)CC3)c(=O)c2c(C)n1Cc1ccc(F)cc1 | 28%[10.9 µM] | ? | -23% | 0%
O=C(Nc1ccc(N2CCCC2)c(Cl)c1)c1ccco1 | -29% | -2.9% | 7.9µM* | 10µM*
C=C(C)CSc1nnc(-c2cccc(Cl)c2)n1N | -21% | -3.4% | -7% | -11%
CN(C)S(=O)(=O)Nc1ccccn1 | -16%[10.9 µM] | -1.0%[11.4 µM] | -14%[9.22 µM] | 5%[9.22 µM]
CCn1c2ccccc2c2nnc(SCC(=O)OCN3C(=O)c4ccccc4C3=O)nc21 | -1% | 1.2% | 7% | 5%
COc1ccc(N(C(=O)Cn2nnc3ccccc32)C(C(=O)NCc2ccco2)c2cccnc2)cc1 (stereo not drawn) | -10% | -0.8% | 4% | 0%
Cn1cccc1C(=O)N1CCC2(CC1)CN(c1cccc(-c3ccccc3)c1)C2 | nt | 3.6%[11.4 µM] | 6% | 12%
CN(C)S(=O)(=O)c1ccc(C(=O)NC2CC(=O)N(c3ccc4c(c3)OCCO4)C2)cc1 (stereo not drawn) | 12%[10.9 µM] | -1.2% | -16% | -2%
NC(=O)CSC1=Nc2ccccc2C2=NC(CCC(=O)NCc3ccc(F)cc3)C(=O)N12 (stereo not drawn) | -13% | -0.5% | 1% | 2%
CCC(C)(C)n1nnnc1C(c1cccc(C#N)c1)N1CCN(c2cc(C)ccc2C)CC1 (stereo not drawn) | -4% | 2.6% | -5% | -18%
O=C(NCCCN1CCN(c2ccccc2F)CC1)C1CCN(S(=O)(=O)c2cccs2)CC1 | -23% | 3.4% | -21% | -2%
Cc1ccc(Sc2c(C(=O)NCc3cccc(F)c3)[nH]c3ccccc23)cc1 | -8%[10.9 µM] | 1.1% | 6% | -9%
Cc1ccc(C)c(NC(=O)CN(C)S(=O)(=O)c2cccc3nsnc23)c1 | 6%[10.9 µM] | -2.9% | 16% | 4%
C=CCN1C(=O)S/C(=C/c2ccsc2)C1=O | nt | nt | 2% | 0%
O=C(c1cccc(Br)c1)N1CCN(C(=O)N2CCCCC2)CC1 | 19% | 1.7% | 11% | 7%

Compound profiles, from the list above.
Cc1ccc(Sc2c(C(=O)NCc3cccc(F)c3)[nH]c3ccccc23)cc1 is listed with Imprint erasure: -8%[10.9 µM]; IkB sig inh: 1.1%; p53ts 39C tox: 6%; p53ts 32C kill: -9%
O=C(NCCCN1CCN(c2ccccc2F)CC1)C1CCN(S(=O)(=O)c2cccs2)CC1 is listed with Imprint erasure: -23%; IkB sig inh: 3.4%; p53ts 39C tox: -21%; p53ts 32C kill: -2%
CCC(C)(C)n1nnnc1C(c1cccc(C#N)c1)N1CCN(c2cc(C)ccc2C)CC1 (stereo not drawn) is listed with Imprint erasure: -4%; IkB sig inh: 2.6%; p53ts 39C tox: -5%; p53ts 32C kill: -18%

Screening data from PubChem.
